Screens: PubChem BioAssay, Sanford-Burnham Center for Chemical Genomics
MT1-MMP act inh: inhibitors of human MT1-MMP activation; P50281; actives 0.061% (n = 360,000); AID 651647; GFP/RFP ratio change, % at 20 µM; HT1080 RFP-PRO-GFP cells, GFP/RFP ratio fluorescence, overnight; percent of plate control window, DMSO zero;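 active = GFP/RFP ratio change of at least 30% with cell ATP level not reduced by more than half and red fluorescence within 50% of control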; note: strong numbers were not always called active
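Material – HT1080 RFP-PRO-GFP cells · Control set – DMSO wells and RFP-L50D-GFP cells · Incubation – overnight cell settling, then overnight compound exposure, 37 °C, 5% CO2 · Compound dosing – single-point 20 µM compound, 1% DMSO · Read-out – GFP/RFP fluorescence ratio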
NadD inh: blocks S. aureus nicotinate mononucleotide adenylyltransferase; purified NadD enzyme, colorimetric absorbance read-out; inhibition, % at 20 µM; actives 0.78% (n = 360,000); AID 602399; in the data active = inhibition above about 26%; note: some compounds past the cut are filed as inactive
LMPTP block: blocks human LMPTP phosphatase | inhibition, % at 20 µM | actives 0.22% (n = 360,000) | recombinant LMPTP-A, OMFP fluorogenic substrate, fluorescence intensity | P24666 | AID 651560;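 active = compounds that cut the enzyme signal by at least half of the control window in the single-dose screen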;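 note: plate controls were DMSO wells with enzyme plus substrate for no effect and substrate without enzyme for full effect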
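material = LMPTP-A | quantity = 0.625 nM enzyme | reagent = OMFP substrate, 400 µM final | buffer or medium = Bis-Tris pH 6.0, DTT, detergent | detection = endpoint fluorescence intensity from OMFP dephosphorylation | dosing = single 20 µM dose | read-out basis = % inhibition relative to no-enzyme and uninhibited control wells | control set = no-enzyme and uninhibited controls | timing = 50 min at room temperature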
Rpn11 inh: Rpn11 (human) deubiquitinase inhibition; O00487; human 26S proteasome, Ub4-pepOG fluorescence polarization; 20S core pre-blocked with epoxomicin; calls only at 20 µM; actives 0.59% (n = 360,000);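 active = inhibition at 20 µM, scaled to each plate's controls, above about 33%, limit read from the data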
Target sequence (O00487 whole entry, looked up): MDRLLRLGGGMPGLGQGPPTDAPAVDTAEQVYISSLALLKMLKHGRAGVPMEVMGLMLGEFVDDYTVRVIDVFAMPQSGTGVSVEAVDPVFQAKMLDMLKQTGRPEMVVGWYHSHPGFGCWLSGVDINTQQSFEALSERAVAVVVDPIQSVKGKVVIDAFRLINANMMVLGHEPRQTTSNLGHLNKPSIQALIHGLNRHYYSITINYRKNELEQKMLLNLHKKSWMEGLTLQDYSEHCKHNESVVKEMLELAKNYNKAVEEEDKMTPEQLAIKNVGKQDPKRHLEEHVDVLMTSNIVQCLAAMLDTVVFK
CendR NRP1 mod: NRP-1/CendR interaction modulation | O14786 | FAM-RPARPAR peptide binding to NRP-1, fluorescence polarization | inhibition, % at 25 µM | actives 0.85% (n = 360,000) | AID 602438;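 active = inhibition or corrected inhibition above about 18%, plus a signal ratio from 0.5 to 1.5, limit read from the data, passing the limit was not always enough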; note: strong numbers were not always called active
Scp-1 inhibitor: Scp-1 (human) phosphatase inhibition; Q9GZU7; Recombinant Scp1, phosphopeptide, malachite green phosphate absorbance; inhibition, % at 20 µM; actives 0.88% (n = 340,000); AID 493091;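 active = inhibition above about 50% at 20 µM, limit read from the data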;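 note: plate controls were DMSO wells with enzyme for no effect and wells lacking enzyme for full effect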
Target sequence (Q9GZU7 76-261 limits assumed): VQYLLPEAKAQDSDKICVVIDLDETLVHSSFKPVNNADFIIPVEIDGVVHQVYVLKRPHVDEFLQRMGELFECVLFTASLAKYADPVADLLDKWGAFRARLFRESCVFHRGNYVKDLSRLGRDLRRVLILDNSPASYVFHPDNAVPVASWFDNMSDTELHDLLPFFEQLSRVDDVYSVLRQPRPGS
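Test system – truncated SCP-1 phosphatase (76-261aa) · Reagent – Phosphorylated 17-residue peptide substrate · Incubation – 45 min room-temperature reaction, 5 min colour, 30 min stabiliser · Detection – colorimetric phosphate reagent with accelerator and stabiliser, absorbance at 630 nm · Measure – % inhibition at 20 µM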
STEP inh: blocks human striatal-enriched tyrosine phosphatase; AID 588621; inhibition, % at 20 µM; actives 0.25% (n = 360,000); P54829; recombinant STEP, OMFP fluorogenic substrate, fluorescence;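 active = inhibition at 20 µM, scaled per plate between control wells, above about 37%, limit read from the data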;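 note: 0% = DMSO with enzyme and substrate and 100% = substrate only without enzyme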
Target sequence (P54829 whole entry, looked up): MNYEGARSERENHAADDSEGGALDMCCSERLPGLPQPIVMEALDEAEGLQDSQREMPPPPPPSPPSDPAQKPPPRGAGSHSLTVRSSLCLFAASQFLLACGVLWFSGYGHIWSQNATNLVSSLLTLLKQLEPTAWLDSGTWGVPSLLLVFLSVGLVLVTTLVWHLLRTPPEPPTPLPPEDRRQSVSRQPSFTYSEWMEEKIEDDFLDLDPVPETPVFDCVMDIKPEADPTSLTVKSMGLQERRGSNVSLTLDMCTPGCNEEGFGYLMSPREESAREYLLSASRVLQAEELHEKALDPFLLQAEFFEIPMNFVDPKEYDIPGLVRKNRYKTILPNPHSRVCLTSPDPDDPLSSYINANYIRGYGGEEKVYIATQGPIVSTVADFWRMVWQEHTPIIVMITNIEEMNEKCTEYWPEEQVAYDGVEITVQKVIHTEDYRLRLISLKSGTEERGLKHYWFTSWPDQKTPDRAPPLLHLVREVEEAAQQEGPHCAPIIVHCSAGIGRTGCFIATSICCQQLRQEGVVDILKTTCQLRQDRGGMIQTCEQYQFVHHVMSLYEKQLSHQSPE
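medium = Bis-Tris buffer pH 6.0, 2.5 mM DTT, 0.005% Tween 20 | test system = STEP (striatal-enriched tyrosine phosphatase) enzyme, cell-free | measure = normalized % inhibition | compound dosing = 20 µM, 1% DMSO | also added = 25 µM OMFP | schedule = reaction 20 min, ambient temperature | measured by = fluorescence read at 480 nm ex / 540 nm em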
DNMT1 block: inhibitors of human DNMT1; DNMT1 molecular beacon, Hinp1I cleavage, fluorescence; P26358; actives 0.83% (n = 360,000); inhibition (reported as % activation of signal), % at 10 µM; AID 588458; in the data active = inhibition above about 50%
SKN-1 inh: C. elegans SKN-1 inhibition; C. elegans VP596 Pgst-4::GFP/RFP ratio, acrylamide-induced, 24 h; inhibition, % at 21.8 µM; actives 0.49% (n = 360,000); AID 624304;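 active = interference check ratio from 0.5 to 1.5 plus GFP to RFP signal ratio inhibition reaching or exceeding a fixed threshold, cut at about 30% in these data, passing the limit was not always enough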; note: some compounds called inactive have numbers as strong as hits
SUMO1 PPI mod: modulators of human SUMO1-mediated protein-protein interactions; P63165; SUMO1 binding to a labelled peptide, TR-FRET, 1 h; inhibition, % at 20 µM; actives 0.33% (n = 360,000); AID 602429; in the data active = inhibition above about 37%
* marks the source's active call; other numbers are inactive results.

Screening CC(C)(C)C(=O)N1CCN(c2ccc(NC(=O)c3ccc([N+](=O)[O-])o3)cc2)CC1 returned MT1-MMP act inh -5, NadD inh -3, LMPTP block 0.5, Rpn11 inh inactive, CendR NRP1 mod 3, Scp-1 inhibitor -6, STEP inh 0, DNMT1 block 2, SKN-1 inh 7 and SUMO1 PPI mod -39.
Screening CCCn1c(NC(=O)CN2C(=O)NC3(CCCCC3)C2=O)nc2ccccc21 returned MT1-MMP act inh -3, NadD inh 3, LMPTP block -1.2, Rpn11 inh inactive, CendR NRP1 mod -20, Scp-1 inhibitor -7, STEP inh -4, DNMT1 block -1, SKN-1 inh 18 and SUMO1 PPI mod 14.
CCOC(=O)c1cc(-c2ccccc2)nn1CC1CC(c2cccnc2)=NO1 (stereo not given) was read as MT1-MMP act inh -1, NadD inh -2, LMPTP block -2.0, Rpn11 inh inactive, CendR NRP1 mod 23, Scp-1 inhibitor -7, STEP inh -1, DNMT1 block 4, SKN-1 inh 19 and SUMO1 PPI mod 2.
`CCOC(=O)N1CCN(c2nc(-c3ccccc3)c3cc(C)ccc3n2)CC1` gave NadD inh 1, LMPTP block 2.2, Rpn11 inh inactive, CendR NRP1 mod 9, Scp-1 inhibitor -1, STEP inh 2, DNMT1 block 11, SKN-1 inh -6 and SUMO1 PPI mod -8.
Screening CCn1nc(NC(=O)c2ccccc2)c2cc3cccc(C)c3nc21 returned MT1-MMP act inh -4, NadD inh -1, LMPTP block 2.9, Rpn11 inh inactive, CendR NRP1 mod -8, Scp-1 inhibitor -4, STEP inh 9, DNMT1 block 4, SKN-1 inh 7 and SUMO1 PPI mod -7.
O=C(N/N=C/c1ccc(Cl)cc1)C(=O)N1CCCCCC1 was read as MT1-MMP act inh 1, NadD inh 5, LMPTP block -1.6, Rpn11 inh inactive, CendR NRP1 mod -4, Scp-1 inhibitor -4, STEP inh -2, DNMT1 block 1, SKN-1 inh -6 and SUMO1 PPI mod -7.
For Cc1ccc(C)c(NC(=O)c2nnn(Cc3ccccc3)c2N)c1 the results were MT1-MMP act inh -2, NadD inh -8, LMPTP block -0.7, Rpn11 inh inactive, CendR NRP1 mod 4, Scp-1 inhibitor -7, STEP inh -1, DNMT1 block -6, SKN-1 inh -1 and SUMO1 PPI mod 2.
COc1cccc(C2c3c(oc4ccccc4c3=O)C(=O)N2CCCN2CCOCC2)c1OC (stereo not given) was read as MT1-MMP act inh -1, NadD inh -6, LMPTP block 0.1, Rpn11 inh inactive, CendR NRP1 mod 4, Scp-1 inhibitor 3, STEP inh -1, DNMT1 block 0, SKN-1 inh 4 and SUMO1 PPI mod -1.
For CCOC(=O)c1oc2cc(O)ccc2c(=O)c1-c1ccc(OC)cc1 the results were MT1-MMP act inh -1, NadD inh -8, LMPTP block -0.7, Rpn11 inh inactive, CendR NRP1 mod 13, Scp-1 inhibitor -13, STEP inh -3, DNMT1 block 1, SKN-1 inh 6 and SUMO1 PPI mod -14.
`O=C(Nc1cccc2c1CCCC2)c1cc([N+](=O)[O-])cc([N+](=O)[O-])c1` gave MT1-MMP act inh 2, NadD inh 2, LMPTP block -0.7, Rpn11 inh inactive, CendR NRP1 mod -4, Scp-1 inhibitor -8, STEP inh -1, DNMT1 block -2, SKN-1 inh 0 and SUMO1 PPI mod -22.
COc1cc(/C=C/c2sc3ccccc3[n+]2CCCS(=O)(=O)[O-])ccc1O was read as MT1-MMP act inh 24, NadD inh -1, LMPTP block 4.4, CendR NRP1 mod -190, Scp-1 inhibitor 3, STEP inh -10, DNMT1 block -2, SKN-1 inh 66 and SUMO1 PPI mod 14.
Screening O=C(Nc1nc2ccc(S(=O)(=O)N3CCCC3)cc2s1)c1ccccn1 returned MT1-MMP act inh 15, NadD inh 4, LMPTP block 1.1, Rpn11 inh inactive, CendR NRP1 mod -4, Scp-1 inhibitor -1, STEP inh 1, DNMT1 block -5, SKN-1 inh 14 and SUMO1 PPI mod -3.
`CCC(NC(=S)NCc1ccc(F)cc1)c1ccc(C)cc1` (stereo not given) gave MT1-MMP act inh -1, NadD inh 2, LMPTP block 0.7, Rpn11 inh inactive, CendR NRP1 mod 16, Scp-1 inhibitor -4, STEP inh 0, DNMT1 block 3, SKN-1 inh 9 and SUMO1 PPI mod -3.
Screening CCC1Oc2ccc(C)cc2N(CC(=O)NCCN2C(C)CCCC2C)C1=O (stereo not given) returned MT1-MMP act inh 3, NadD inh -11, LMPTP block 2.7, Rpn11 inh inactive, CendR NRP1 mod -4, Scp-1 inhibitor -2, STEP inh 2, DNMT1 block 0, SKN-1 inh 3 and SUMO1 PPI mod -2.
`CN(C)S(=O)(=O)c1ccc(/C(O)=C2/C(=O)C(=O)N(Cc3cccnc3)C2c2ccncc2)cc1` (stereo not given) gave MT1-MMP act inh 3, NadD inh -1, LMPTP block -2.5, Rpn11 inh inactive, CendR NRP1 mod 0, Scp-1 inhibitor 10, STEP inh 0, DNMT1 block -2, SKN-1 inh -16 and SUMO1 PPI mod -12.
CCOc1ccc(N(CC(=O)NC2CCCCC2)C(=O)CNC(=O)c2ccco2)cc1 was read as MT1-MMP act inh 4, NadD inh -6, LMPTP block -0.7, Rpn11 inh inactive, CendR NRP1 mod 6, Scp-1 inhibitor 0, STEP inh -3, DNMT1 block 2, SKN-1 inh -37 and SUMO1 PPI mod 2.
`O=C(O)CCCC(=O)Nc1ccc(Br)cc1` gave MT1-MMP act inh 5, NadD inh -2, LMPTP block -0.6, Rpn11 inh inactive, CendR NRP1 mod 8, Scp-1 inhibitor 0, STEP inh 1, DNMT1 block -22, SKN-1 inh 20 and SUMO1 PPI mod -2.
`CC/C(=C\C1CCCCC1)C(NP(=O)(c1ccccc1)c1ccccc1)c1ccccc1` (stereo not given) gave MT1-MMP act inh -19, NadD inh -4, LMPTP block 11, Rpn11 inh inactive, CendR NRP1 mod -11, Scp-1 inhibitor 0, STEP inh 3, DNMT1 block -6, SKN-1 inh 6 and SUMO1 PPI mod 3.
Screening CCCNc1c(NS(=O)(=O)c2ccc(NC(=O)CC)cc2)c(=O)oc2ccccc12 returned MT1-MMP act inh -5, NadD inh -1, LMPTP block 0.2, Rpn11 inh inactive, CendR NRP1 mod 3, Scp-1 inhibitor -5, STEP inh 0, DNMT1 block -1, SKN-1 inh 24 and SUMO1 PPI mod 7.
CCOC(=O)c1[nH]c(C)c(C(=O)NCc2ccccn2)c1C was read as MT1-MMP act inh 6, NadD inh -3, LMPTP block -0.5, Rpn11 inh inactive, CendR NRP1 mod 3, Scp-1 inhibitor -4, STEP inh 2, DNMT1 block -1, SKN-1 inh 12 and SUMO1 PPI mod 5.
Screening CC(C)n1cc(/C=C(\C#N)S(=O)(=O)c2ccccc2)c2ccccc21 returned MT1-MMP act inh -1, NadD inh 3, LMPTP block 1.8, Rpn11 inh inactive, CendR NRP1 mod 4, Scp-1 inhibitor -16, STEP inh -1, DNMT1 block -6, SKN-1 inh -3 and SUMO1 PPI mod -4.
Screening O=C(NCc1ccc2c(c1)OCO2)c1ccc(Cl)nc1 returned MT1-MMP act inh -4, NadD inh -5, LMPTP block 0.8, Rpn11 inh inactive, CendR NRP1 mod 3, Scp-1 inhibitor -6, STEP inh -1, DNMT1 block 2, SKN-1 inh -4 and SUMO1 PPI mod 3.
Screening Nc1nnc(CC(=O)N2CCCCC2)s1 returned MT1-MMP act inh -1, NadD inh -1, LMPTP block 0.9, Rpn11 inh inactive, CendR NRP1 mod -4, Scp-1 inhibitor -5, STEP inh -1, DNMT1 block 0, SKN-1 inh -14 and SUMO1 PPI mod 0.
Screening COC(=O)c1sccc1N/N=C(\C)c1ccc(F)c(Cl)c1 returned MT1-MMP act inh -4, NadD inh 1, LMPTP block -0.8, Rpn11 inh inactive, CendR NRP1 mod 2, Scp-1 inhibitor -11, STEP inh 2, DNMT1 block 6, SKN-1 inh 9 and SUMO1 PPI mod 3.
`CCc1ccc(CN2CCC(Oc3ccc(C(=O)N4CCCC4)cc3)CC2)cc1` gave MT1-MMP act inh 2, NadD inh -6, LMPTP block 0.1, Rpn11 inh inactive, CendR NRP1 mod 2, Scp-1 inhibitor 4, STEP inh -2, DNMT1 block -1, SKN-1 inh -15 and SUMO1 PPI mod 0.
For COc1cc(OC)c(C(=O)C=Cc2ccc(OC)c(OC)c2)c(OC)c1 the results were NadD inh 1, LMPTP block -0.6, Rpn11 inh inactive, CendR NRP1 mod 7, Scp-1 inhibitor 1, STEP inh -4, DNMT1 block 3, SKN-1 inh 13 and SUMO1 PPI mod -2.
For CCOc1ccc(CCNC(=O)CSc2cc(=O)n(C)c3ccccc23)cc1OCC the results were MT1-MMP act inh -1, NadD inh 1, LMPTP block -0.3, Rpn11 inh inactive, CendR NRP1 mod 5, Scp-1 inhibitor 2, STEP inh 0, DNMT1 block -2, SKN-1 inh -1 and SUMO1 PPI mod 4.

In the list so far, 2 have two or more sulfur atoms.
COc1cc(/C=C/c2sc3ccccc3[n+]2CCCS(=O)(=O)[O-])ccc1O was read as MT1-MMP act inh 24, NadD inh -1, LMPTP block 4.4, CendR NRP1 mod -190, Scp-1 inhibitor 3, STEP inh -10, DNMT1 block -2, SKN-1 inh 66 and SUMO1 PPI mod 14.
Screening O=C(Nc1nc2ccc(S(=O)(=O)N3CCCC3)cc2s1)c1ccccn1 returned MT1-MMP act inh 15, NadD inh 4, LMPTP block 1.1, Rpn11 inh inactive, CendR NRP1 mod -4, Scp-1 inhibitor -1, STEP inh 1, DNMT1 block -5, SKN-1 inh 14 and SUMO1 PPI mod -3.

2 compounds drawn at random from the list so far:
`CC/C(=C\C1CCCCC1)C(NP(=O)(c1ccccc1)c1ccccc1)c1ccccc1` (stereo not given) gave MT1-MMP act inh -19, NadD inh -4, LMPTP block 11, Rpn11 inh inactive, CendR NRP1 mod -11, Scp-1 inhibitor 0, STEP inh 3, DNMT1 block -6, SKN-1 inh 6 and SUMO1 PPI mod 3.
CCOC(=O)c1[nH]c(C)c(C(=O)NCc2ccccn2)c1C was read as MT1-MMP act inh 6, NadD inh -3, LMPTP block -0.5, Rpn11 inh inactive, CendR NRP1 mod 3, Scp-1 inhibitor -4, STEP inh 2, DNMT1 block -1, SKN-1 inh 12 and SUMO1 PPI mod 5.
